Screens as filed in PubChem.
Nrf2 inh – inhibitors of Nrf2 signaling; AID 504444; A549 ARE-Fluc reporter, luciferase luminescence, 18-24 h; Potency, µM (highest dose often 46 µM), for inactives: top-dose activity change, negative = inhibition, most hits filed as inhibitors; 360,000 tested, 2.1% active; note: potency is the fitted concentration of half-maximal effect; % is set by controls: 0 for no effect and ±100 for the full control effect; nearly all actives have a fitted effect of over 60% in size
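Two sequential reads on A549 ARE_Fluc cells exposed to compound for 18-24 h: a CellTiter-Fluor fluorescence read for viability, then a luciferase luminescence read for Nrf2/ARE activity.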
TGFb SMAD3 inh – TGF-b pathway inhibition; HepG2 CAGA-GFP TGF-b/SMAD3 reporter, GFP fluorescence, 18 h; TGF-beta stimulated, 500 pg/mL final; Potency, µM (titrated, usually from 46.1 µM), for the others: top-dose activity, negative = inhibition, actives largely listed as inhibitors; 410,000 tested, 1.2% active; AID 588855; note: potency is the fitted concentration of half-maximal effect; % is set by controls: 0 for no effect and ±100 for the full control effect; nearly all actives have a fitted effect of over 65% in size
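TGF-beta reporter screen: HEPG2 CAGA-GFP, 1% FBS, 500 pg/mL TGF-beta final, 18 h; per-cell GFP summed per well; curves fitted and categorized by class.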
HepG2 viability – counter-screen for TGF-b inhibitors: cytotoxicity in HepG2 cells | HepG2 CAGA-GFP viability, ATP luminescence, 18 h | Potency, µM (series often up to 46.1 µM), without a hit: at the top dose activity change, negative = cytotoxicity, usual class: cytotoxic | 410,000 tested, 0.76% active | AID 588856; note: potency is the fitted concentration of half-maximal effect; some results filed as inactive show a strong effect at the top dose
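HepG2 CAGA-GFP cells (1000/well, DMEM with 1% FBS) received compound, then TGF-beta at 500 pg/mL final, and were incubated 18 hours at 37 degrees C. Viability was read by CellTiter-Glo luminescence. Media-only wells were set as complete cell-killing and DMSO as no toxicity.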
S2 tox – reduces viability in counter-screen for ATXN expression inhibitors; S2 cells (HEK-293 line with an ATXN2-luciferase reporter) viability, CellTiter-Fluor protease fluorescence, 24 h; Potency, µM (titrated, usually from 56.7 µM), hits mostly cytotoxic; 400,000 tested, 0.49% active; AID 651635; note: potency is the fitted concentration of half-maximal effect; nearly all actives have a fitted effect of over 40% in size
IL1B secr inh – blocks inflammasome-driven IL-1 beta release | activity change, % at 57.5 µM | 360,000 tested, 4.7% active | THP-1 LPS/ATP IL-1B secretion, AlphaLISA, 16 h; stronger effect = lower value | AID 743279; in the data active = activity change below about -50%; inconclusive = mostly about -30% to -49%; note: % is set by controls: 0 for no effect and ±100 for the full control effect
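THP-1 cells pretreated 1 hr with compounds (up to 57.5 uM final), then stimulated with LPS (250 ng/mL final) plus ATP (1.25 mM final); secreted IL-1B measured by AlphaLISA after 16 hr, decreased signal indicating inhibition.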
ATXN2 expr inh – reduces ATXN2 reporter expression in HEK-293 cells; HEK-293 ATXN2-luciferase reporter, luminescence, 24 h; Potency, µM (top dose mostly 57 µM), for inactives: top-dose activity change, negative = inhibition, hits mostly inhibitors; 360,000 tested, 0.72% active; note: potency is the fitted concentration of half-maximal effect; % is set by controls: 0 for no effect and ±100 for the full control effect; nearly all actives have a fitted effect of over 55% in size
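ATXN2-luciferase reporter cells (luciferase flanked by upstream and downstream ATXN2 gene portions) were treated 24 h at 37 °C with compounds at up to 57 uM. SteadyGlo luminescence gave expression; GF-AFC fluorescence gave viability.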
Nrf2 ARE act – activates Nrf2 signaling; AID 624171; 410,000 tested, 0.31% active; Potency, µM (top dose mostly 46.1 µM), without a hit: top-dose activation, most hits filed as activators; AREc32 ARE-luciferase reporter (MCF7-derived line), luminescence, 24 h; note: potency is the fitted concentration of half-maximal effect; % of control where 0% means no effect; nearly all actives have a fitted effect of over 65% in size
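Luminescent ARE reporter assay in AREc32_Fluc cells: overnight plating at 37 deg C, 24 hr compound incubation, Steady-Glo added, 30 min RT before reading.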
MCF10A rereplic – inducers of DNA re-replication in MCF 10A breast cells | MCF 10A DNA re-replication, Hoechst nuclear intensity, 48 h | Potency, µM (top dose mostly 46.1 µM), for the others: at the top dose activity, positive = re-replication, hits mostly activators | 350,000 tested, 2.9% active | AID 624296; note: potency is the fitted concentration of half-maximal effect; % of control where 0% means no effect; nearly all actives have a fitted effect of over 50% in size
A549 tox – kills or reduces viability of A549 cells in Nrf2 counter-screen; AID 504648; 390,000 tested, 0.16% active; A549 ARE-Fluc cells, CellTiter-Fluor viability, 18-24 h; Potency, µM (highest dose often 46 µM), for the others: top-dose activity change, negative = cytotoxicity, usual class: inhibitors; note: potency is the fitted concentration of half-maximal effect; % is set by controls: 0 for no effect and ±100 for the full control effect
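A549 ARE-Fluc cells in 5% FBS OPTI-MEM, 5000 cells/well, rested 2 h then exposed to compounds in concentration-response for 18-24 h at 37 °C. Viability by CellTiter-Fluor fluorescence (Ex 405/Em 525) after 30 min; luciferase luminescence (BugLite, 15 min, RT) read afterwards.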
Starred values were filed as active, the others as inactive; i = inactive; ? = inconclusive; . = not tested or not shown. Unless noted, calls come from the whole dose curve; as a rule, active = well fitted curve in the direction sought with a large enough effect; inconclusive = small, poorly fitted or top-dose-only effect, or another doubt; inactive = no such curve, though single readings can be large; an effect the other way counts as inactive or inconclusive. No enrichment for hits; about 8.8% have a hit in one of these screens.

SMILES | Nrf2 inh | TGFb SMAD3 inh | HepG2 viability | S2 tox | IL1B secr inh | ATXN2 expr inh | Nrf2 ARE act | MCF10A rereplic | A549 tox
CC1(C(=O)NC2CCCCC2)CCC(=O)N1Cc1ccc2c(c1)OCO2 (stereo unspecified) | -9% | 8% | 0% | i | -3 | 16% | 0.4% | 5% | 2%
COc1ccc(NS(=O)(=O)c2cc(NC(=O)c3ccccc3F)ccc2N2CCCC2)cc1 | -10% | -5% | -53% | ? | -23 | -12% | -0.4% | 5% | 5%
COc1ccc(NC(=O)COc2cccc3c2CCN(C)C3=O)c(OC)c1 | ? | -25% | 1% | ? | 0 | 15% | 0.1% | -1% | -4%
O=C(NCCc1ccccn1)c1cc(C(=O)C2CCCCC2)c[nH]1 | -10% | ? | -13% | i | 4 | 4% | -0.7% | 10% | 9%
CC1CCCCC12NC(=O)N(CC(=O)N1CCc3ccccc31)C2=O (stereo unspecified) | 8% | -21% | 0% | i | 10 | 6% | 0.0% | -2% | 0%
CCOC(=O)c1nc2ccccc2c(C)c1C | ? | 0% | -9% | i | 31 | 11% | 3.4% | 5% | 9%
O=C(C[n+]1ccc(-c2ccccc2)cc1)Nc1ccc([N+](=O)[O-])cc1 | -6% | 4% | -23% | i | -19 | . | 0.6% | -18% | -1%
COc1ccc(S(=O)(=O)N2CCCC2C(=O)n2nc(C)cc2C)cc1 (stereo unspecified) | -7% | -9% | -21% | i | 15 | -13% | 0.2% | ? | 0%
O=C(CNCc1ccccc1)Nc1ccc(Cl)cc1 | ? | -16% | -20% | ? | 1 | . | 4.7% | 18µM* | -7%
COc1cccc(CC(=O)NNC(=O)CN(C)S(=O)(=O)c2ccc(C)cc2)c1 | 2% | -2% | 0% | i | 5 | 3% | -1.1% | 3% | 0%
O=[N+]([O-])c1ccc(Sc2cccc3cccnc23)c([N+](=O)[O-])c1 | ? | 4µM* | -105% | 6.3µM* | 0 | ? | ? | -1% | -13%
CCc1nnc(NC(=O)CN2CCN(Cc3cccc(OC)c3)CC2)s1 | -17% | -7% | -2% | i | 21 | -6% | -0.2% | 17% | 0%
CC(Sc1cccc(C(F)(F)F)c1)C(=O)NC(N)=O (stereo unspecified) | 0% | 3% | -7% | i | 8 | -19% | -0.3% | 18% | ?
CCOC(=O)CCCSc1nc2sc(C)c(C)c2c(=O)[nH]1 | 3% | -5% | 14% | i | 7 | -13% | -0.8% | -2% | -3%
COc1cccc2sc3ccc(NCc4ccc5c(c4)OCO5)cc3c(=O)c12 | 2% | -9% | -7% | . | -1 | 6% | 14% | -2% | 10%
Oc1ccc(-c2csc(Nc3cccc4ccccc34)n2)cc1O | 0% | ? | -39% | i | 5 | -7% | 13% | ? | -1%
Cc1ccc(CS(=O)(=O)c2ccc(C(=O)N3CCN(c4ccccn4)CC3)cc2[N+](=O)[O-])cc1 | ? | ? | -24% | i | ? | . | ? | 29% | 1%
COc1ccccc1CN1CC(C(=O)NCCc2ccc(C)o2)CCC1=O (stereo unspecified) | 7% | 9% | 3% | i | 23 | 12% | -0.4% | -3% | 5%
CCCCn1c(N)c(N(CCC(C)C)C(=O)C2=NN(c3cc(C)ccc3C)C(=O)CC2)c(=O)[nH]c1=O | -4% | 16% | 0% | i | -4 | 15% | 0.0% | 4% | 0%
COc1ccc2cc(S(=O)(=O)NC3CC(C)(C)NC(C)(C)C3)ccc2c1 | ? | 5% | -31% | i | -6 | -17% | 0.7% | 15% | 9%
Cc1ccsc1C(=O)N1CCC1(C)C(=O)Nc1cccc(C#N)c1 (stereo unspecified) | . | -3% | -14% | i | -11 | 3% | -0.4% | . | .
Cc1ccc(C(=O)Nc2cccc(-c3nc4ccccc4o3)c2)c(Cl)c1 | ? | -27% | -34% | i | . | -4% | 4.0% | . | -1%
CCc1nnc(NS(=O)(=O)c2ccc(NC(=O)c3ccc(C#N)cc3)cc2)s1 | -14% | 2% | 2% | i | 10 | -3% | -0.6% | 2% | 2%
CCN(CC)S(=O)(=O)c1ccc(N2CCCC2)c(NC(=O)Cc2ccc(OC)cc2)c1 | -9% | 0% | -6% | i | -1 | 10% | -1.0% | ? | -14%

Part of the list above, set out differently.
Order of values – Nrf2 inh | TGFb SMAD3 inh | HepG2 viability | S2 tox | IL1B secr inh | ATXN2 expr inh | Nrf2 ARE act | MCF10A rereplic | A549 tox
O=C(CNCc1ccccc1)Nc1ccc(Cl)cc1
    ? | -16% | -20% | ? | 1 | . | 4.7% | 18µM* | -7%
COc1cccc(CC(=O)NNC(=O)CN(C)S(=O)(=O)c2ccc(C)cc2)c1
    2% | -2% | 0% | i | 5 | 3% | -1.1% | 3% | 0%
O=[N+]([O-])c1ccc(Sc2cccc3cccnc23)c([N+](=O)[O-])c1
    ? | 4µM* | -105% | 6.3µM* | 0 | ? | ? | -1% | -13%

Continuation:
SMILES | Nrf2 inh | TGFb SMAD3 inh | HepG2 viability | S2 tox | IL1B secr inh | ATXN2 expr inh | Nrf2 ARE act | MCF10A rereplic | A549 tox
CCN(Cc1ccncc1)S(=O)(=O)c1ccc(C(C)=O)cc1 | ? | -27% | -15% | i | 0 | -2% | 0.4% | ? | -17%
C/C(=N\NC(=O)c1nnn(-c2nonc2N)c1-c1ccc2c(c1)OCO2)c1cccs1 | -23% | 0% | -10% | i | 8 | 4% | 4.4% | 13% | -12%
COc1ccc(CN2CCCCCC2)cc1Br | -8% | 5% | 11% | i | 1 | -12% | -0.1% | 1% | -3%
CC(=O)Nc1ccc(C2=NNC(=Nc3ccc(S(=O)(=O)N4CCOCC4)cc3)SC2)cc1 | -24% | 3% | -60% | i | -52* | -12% | 2.2% | 9% | -12%
O=C(CSc1nnc(C2CCCCC2)n1-c1ccccc1)NCc1ccco1 | ? | -7% | 1% | i | -16 | 2% | 1.8% | -4% | 1%
O=C1C(=NO)C(c2ccccc2)Oc2ccccc21 (stereo unspecified) | 6% | 0% | -33% | i | -90* | 37% | 1.8% | ? | 1%
O=C(N/N=C/C(Br)=C/c1ccccc1)c1ccncc1 | -20% | ? | -61% | . | -84* | . | ? | ? | -8%
COc1cc(NC(=O)COc2ccccc2[N+](=O)[O-])ccc1NC(=O)c1cccs1 | ? | ? | -50% | 13µM* | -1 | ? | 3.9% | ? | -16%
CCCc1nn2c(=O)cc(COC(=O)CNC(=O)COc3ccc(C)cc3)nc2s1 | ? | ? | 0% | i | . | 4% | -0.4% | . | 4%
CN(CC(=O)N1CCCc2c1c(=O)oc1ccc(O)cc21)Cc1ccccc1 | 3% | -3% | -30% | i | 2 | -5% | -0.3% | 0% | -2%
O=C(NCCc1ccncc1)Nc1ccc(Cl)c(Cl)c1 | 0% | 9% | 5% | i | -2 | -3% | -0.4% | ? | 1%
Cc1noc2ncnc(Oc3ccc(F)cc3)c12 | -17% | -7% | -5% | i | -6 | 2% | -0.5% | 22% | -8%
O=C(CN1CCC(C(=O)c2ccc3c(c2)OCCO3)CC1)Nc1ccccc1F | ? | ? | -3% | i | -20 | -16% | 0.2% | 12% | 0%
O=[N+]([O-])c1ccc(S(=O)(=O)N/N=C/c2ccsc2)cc1 | -9% | -10% | -4% | i | 30 | 3% | 0.0% | ? | 1%
CCCCNC(=O)/C(=C\c1ccc([N+](=O)[O-])o1)NC(=O)c1ccccc1 | ? | ? | -25% | i | 25 | ? | 2.7% | -4% | -21%
Cn1cc(-c2cc3n(n2)CCC(=O)N3CCCC(=O)NCc2ccccc2Cl)c2ccccc21 | . | ? | -22% | i | . | -17% | 5.2% | . | 11%
CC(=O)Nc1ccc(C(=O)OCC(=O)NCc2cccs2)cc1 | -1% | 5% | 3% | i | 31 | 4% | -0.6% | 16% | 0%
CC(NC(=O)c1cccc(N(C)C)c1)c1ccc(-n2ccnc2)cc1 (stereo unspecified) | -5% | -12% | 0% | i | i | 6% | 2.1% | 15% | -2%
CCc1nn(-c2ccccc2)c2nc(-c3ccc(O)cc3)c3cc(OC)c(OC)cc3c12 | 8% | 2% | -2% | i | . | 9% | -0.1% | . | 2%
Cc1ccc(O)c(C(=O)c2cnn(C(=O)c3cccc(S(=O)(=O)N(C)C)c3)c2)c1 | -9% | -4% | -2% | i | 8 | 8% | -0.8% | 1% | -7%
O=C(Nc1cccc(-c2cn3c(n2)SCC3)c1)c1ccc(Br)o1 | -20% | 0% | 2% | ? | -18 | 4% | 0.8% | 0% | -3%
COc1cc(CN(C(=O)c2ccc(OC(C)C)cc2)c2ccccn2)cc(OC)c1OC | 5.2µM* | -15% | -29% | i | . | 0% | 4.1% | . | -5%
Cc1cccc(-c2nnc(SCC(=O)c3ccc(O)cc3O)n2C)c1 | -3% | 0% | 1% | ? | 21 | 0% | 0.2% | 3% | 0%
CC1CCN(S(=O)(=O)c2cccc3cccnc23)CC1 | 1% | 0% | 47% | i | 0 | -5% | -0.7% | -3% | 1%

An excerpt from above, showing only Nrf2 ARE act.
canonical_smiles | Nrf2 ARE act
O=[N+]([O-])c1ccc(Sc2cccc3cccnc23)c([N+](=O)[O-])c1 | ?
O=C(NCCc1ccccn1)c1cc(C(=O)C2CCCCC2)c[nH]1 | -0.7%
COc1cccc2sc3ccc(NCc4ccc5c(c4)OCO5)cc3c(=O)c12 | 14%
O=C(NCCc1ccncc1)Nc1ccc(Cl)c(Cl)c1 | -0.4%
O=C(CNCc1ccccc1)Nc1ccc(Cl)cc1 | 4.7%

Some of the entries so far, in markdown:
| structure | Nrf2 inh | TGFb SMAD3 inh | HepG2 viability | S2 tox | IL1B secr inh | ATXN2 expr inh | Nrf2 ARE act | MCF10A rereplic | A549 tox |
| --- | --- | --- | --- | --- | --- | --- | --- | --- | --- |
| Cn1cc(-c2cc3n(n2)CCC(=O)N3CCCC(=O)NCc2ccccc2Cl)c2ccccc21 | . | ? | -22% | i | . | -17% | 5.2% | . | 11% |
| Cc1cccc(-c2nnc(SCC(=O)c3ccc(O)cc3O)n2C)c1 | -3% | 0% | 1% | ? | 21 | 0% | 0.2% | 3% | 0% |
